Screens from PubChem BioAssay.
Pyk2 oligo antag – Pyk2 (human) oligomerization antagonism. z-score (the deposit names both 25 µM and 10 µM). Q293 cells, Pyk2 FERM NanoBiT luminescence; active compounds read low. Q14289. AID 1347419. 99,000 compounds, 0.83% hits;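 active means Z-score of -3 or lower, scaled per plate to the spread of control and sample wells; inactive means z-score above -3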;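 further: negative z-score means lost luminescence so less FERM oligomerization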
Target sequence (Q14289 whole entry, looked up): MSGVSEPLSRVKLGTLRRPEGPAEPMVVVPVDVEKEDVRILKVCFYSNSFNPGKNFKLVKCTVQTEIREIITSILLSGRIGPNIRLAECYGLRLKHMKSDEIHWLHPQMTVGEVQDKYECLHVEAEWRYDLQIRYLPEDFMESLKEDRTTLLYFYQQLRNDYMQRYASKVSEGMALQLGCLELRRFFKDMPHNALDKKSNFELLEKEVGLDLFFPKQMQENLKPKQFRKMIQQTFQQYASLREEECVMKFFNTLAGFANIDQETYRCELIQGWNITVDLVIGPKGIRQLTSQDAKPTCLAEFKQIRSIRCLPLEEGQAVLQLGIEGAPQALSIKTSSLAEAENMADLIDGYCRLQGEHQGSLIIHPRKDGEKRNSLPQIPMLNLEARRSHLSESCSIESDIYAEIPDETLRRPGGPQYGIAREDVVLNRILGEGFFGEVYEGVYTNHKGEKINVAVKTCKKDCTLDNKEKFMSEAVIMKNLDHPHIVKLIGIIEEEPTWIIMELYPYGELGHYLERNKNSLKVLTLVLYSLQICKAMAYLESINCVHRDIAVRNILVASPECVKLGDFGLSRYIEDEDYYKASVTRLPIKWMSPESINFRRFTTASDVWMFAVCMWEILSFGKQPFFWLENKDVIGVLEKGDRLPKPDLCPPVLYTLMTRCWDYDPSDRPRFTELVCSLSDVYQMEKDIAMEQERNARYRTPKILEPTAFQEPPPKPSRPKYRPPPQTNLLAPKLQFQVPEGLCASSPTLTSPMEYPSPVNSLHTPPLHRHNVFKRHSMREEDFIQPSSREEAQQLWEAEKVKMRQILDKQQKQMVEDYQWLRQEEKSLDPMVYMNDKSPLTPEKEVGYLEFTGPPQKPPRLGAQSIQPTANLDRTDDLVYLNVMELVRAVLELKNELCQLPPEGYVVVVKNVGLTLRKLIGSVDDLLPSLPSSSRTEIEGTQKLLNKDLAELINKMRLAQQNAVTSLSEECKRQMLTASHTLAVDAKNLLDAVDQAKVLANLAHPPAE
Lung fibro prol – blocks proliferation of human lung fibroblasts; LL 47 human lung fibroblast viability, ATP luminescence; active compounds read low; viability, % at 10 µM; 85,000 compounds, 1.1% hits;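 active means viability at or below 50% in the single dose screen; inactive means viability above 50%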;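 further: compound exposure lasted 72 h before the ATP readout; 100% = median luminescence of untreated cell-only wells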
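test system = LL 47 human lung fibroblasts | amount = 1,150 fibroblasts seeded per well | medium = 15% FBS in IMEM | times = overnight cell rest, 72 h compound treatment at 37 °C | measured by = CellTiter-Glo luminescence measuring cellular ATP | read-out = viability percentage against median untreated-cell control | benchmarks = cell-only wells, no compound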
TNFa cytotox – toxic to HUVEC cells under TNF alpha stimulation; HUVEC TNFalpha-stimulated, Hoechst cell count, imaging; cell count reduction, % at 2 µM; 93,000 compounds, 0.17% hits; AID 848;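 active means cell count reduction exceeding the screen mean by over 5 SD, scaled to untreated wells per plate, cut at about 78% in these data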;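 further: cells counted after 24 h of TNF alpha exposure following the 1 h pretreatment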
H69AR growth 86K – blocks growth of human H69AR lung tumor cells; H69AR lung tumor viability, ATP luminescence, 72 h; active compounds read low; viability, % at 10 µM; 85,000 compounds, 6% hits; AID 598;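 active means viability at or below 40%; inactive means viability above 40%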;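 further: multidrug resistant small cell line overexpressing MRP-1 efflux transporter; 100% = mean luminescence of untreated control wells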
VCAM1 TNFa inh – reduces TNF alpha induced VCAM1 expression in HUVEC. HUVEC TNFa-induced VCAM-1 immunofluorescence, high-content imaging. inhibition, % at 2 µM. 95,000 compounds, 0.48% hits. AID 802;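 active means inhibition above the batch mean plus 3 SD, with images confirmed as a hit by eye, cut at about 37% in these data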;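 further: 0% = TNF-stimulated DMSO wells and 100% = unstimulated control wells; not every result past the cut was called active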
Smad3 FoxH1 inh – Smad3 (human) transcription factor binding inhibition; inhibition, % at 25 µM; 88,000 compounds, 0.29% hits; TR-FRET Smad3/Dy647-FoxH1 peptide binding, europium anti-His; P84022; AID 630;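 active means compounds that reduce the energy-transfer binding signal between the protein and its labelled peptide by more than half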;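 further: 0% = Smad3 plus labelled peptide maximal FRET and 100% = peptide-only background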
HUVEC tox IL1B – HUVEC cytotoxicity counter-screen, IL-1B stimulated; HUVEC cell count loss, Hoechst imaging; 94,000 compounds, 0.41% hits; cell count reduction, % at 2 µM; AID 845;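 active means cell count reduction more than 3 SD above the screen-wide mean, cut at about 70% in these data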;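 further: normalized per plate to untreated control cells as the no-loss baseline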
F-actin modifier – modifiers of cytoskeleton assembly; HUVEC TNFa F-actin phalloidin imaging, high content; inhibition, % at 2 µM; 91,000 compounds, 0.18% hits;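 active means inhibition above the batch mean plus 3 SD and confirmed as a hit by visual image inspection, cut at about 30% in these data, passing the limit was not always enough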; further: strong numbers were not always called active
HUVEC inhibit – blocks proliferation of human endothelial cells. HUVEC proliferation, CellTiter-Glo luminescence, 72 h; active compounds read low. viability, % at 10 µM (by protocol). 86,000 compounds, 1.1% hits. AID 648;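 active means viability at or below 30%; inactive means viability above 30%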;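 further: 100% = median luminescence of DMSO-only cell control wells on each plate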
* hit, by the source's call; . = no result given; & = joins results of further samples; [ ] = remark or other dose.

SMILES	Pyk2 oligo antag	Lung fibro prol	TNFa cytotox	H69AR growth 86K	VCAM1 TNFa inh	Smad3 FoxH1 inh	HUVEC tox IL1B	F-actin modifier	HUVEC inhibit
C=CCN(CC=C)Cc1c[nH]c2ccccc12	.	.	-5	.	2	.	-6	18	.
CCOC(=O)c1c(/N=C/c2c(O)n(-c3ccc(F)cc3)c(=S)[nH]c2=O)sc2c1CCCC2	-0.05	.	10	.	-26	.	8	-11	.
CCS(=O)(=O)N1CCCC(C(=O)N2CCC3(CC2)OCCO3)C1 (centres undefined)	0.04	95	-22	99	-26	3	-13	7	99
CC(C)N(CC(O)c1cccc([N+](=O)[O-])c1)C(C)C (centres undefined)	1.2	.	8	.	9	.	22	-19	.
O=C1NC(=O)C(Cc2cccs2)C(=O)N1	1.3	.	-5	.	-1	.	-23	9	.
Cc1cc(OCC(=O)O)c2c3c(c(=O)oc2c1)CCCC3	1.4	97	-28	104	15	-3	-31	-7	93
O=C(c1ccccc1F)c1cn(CC(=O)N2CCOCC2)c2ccccc12	0.92	99	7	76	7	-4	2	3	89
O=c1c(C=NCCN2CCNCC2)c(O)n(C2CCCCC2)c(=O)n1C1CCCCC1	-1.3	91	2	53	16	-1	-35	8	87
CCCCCSc1cc(OC)c(CCN)cc1OC	0.44	.	-6	.	15	.	-78	15	.
Cc1cccc(-n2c(O)c(C=NCc3cccnc3)c(=O)[nH]c2=O)c1C	-0.06	92	-13	93	14	-6[fluorescence artefact?]	43	-7	89
CCC(=NCCc1c[nH]c2ccccc12)c1c(O)n(C)c(=O)n(C)c1=O	0.25	101	-14	82	-5	0	-3	-6	84
Cc1ccnc(-n2c(-c3ccco3)nc3ccccc3c2=O)c1	-0.26	92	-14	93	7	-4	-6	5	102
O=C1c2ccccc2C(=O)N1Cc1nc2ccccc2c(=O)n1-c1ccc(Br)cn1	-1	108	-41	91	7	4	-10	14	90
c1ccc(CCn2nnnc2CN2CCC(n3nnc4ccccc43)CC2)cc1	2.1	101	.	79	.	-3	.	.	88
COc1ccc(Cn2c(N)c(C(=O)NCc3ccco3)c3nc4ccccc4nc32)cc1	-1.9	77	-21	38*	-4	4	-2	-27	70
C=CCN1C(=O)CSc2ccc(C(=O)N3CCC4(CC3)OCCO4)cc21	0.18	99	-23	80	0	6	-19	-2	97
Cc1cccc(C(=O)NC(Oc2ccccc2)C(Cl)(Cl)Cl)c1 (centres undefined)	1.5	.	-47	.	-18	.	-72	3	.
O=C(CN1CC(c2ccccc2)CC1=O)Nc1ccccc1 (centres undefined)	.	105	.	97	.	6	.	.	102
O=C(Cn1nc(Cc2cccnc2)c2ccccc2c1=O)N1CCC2(CC1)OCCO2	1.2	86	.	94	.	-10	.	.	92
CC1(C)CC(=O)C(C=NCCN2CCN(C(=O)Cc3ccc(F)cc3)CC2)=C(O)C1	0.27	93	.	80	.	16	.	.	94
COc1ccc(C2(C#N)CC[N+](C)(C)CC2)cc1	-0.41	.	5	.	3	.	-17	8	.
Cc1ccccc1C1=NCC(=O)N(CC(=O)NCc2ccco2)c2sc3c(c21)CCCC3	1.5	94	-32	80	5	-1	-16	4	87
CCOc1cc2[nH]c(=S)n(CCCC(=O)N3CCC4(CC3)OCCO4)c(=O)c2cc1OCC	0.37	100	-7	57	2	-4	-35	2	92
CCOc1ccc(CN(CCCl)CCCl)cc1C(=O)OC	0.68	66	2	54	-2	-21	-3	11	83
O=c1[nH]c2c(c(=O)n1C1CCCCC1)CCC2	1.1	92	-1	87	-1	1	-15	8	101
CCCNC(=O)c1c(N)n(CC2CCCO2)c2nc3ccccc3nc12 (centres undefined)	0.12	92	3	87	-8	61*	-14	19	67
COc1ccc(CCn2c(O)c(C=NCCCO)c(=O)[nH]c2=O)cc1OC	-0.01	96	5	94	12	6[fluorescence artefact?]	-43	-12	96
COc1cc(CN2CCN(C(=O)COc3ccccc3)CC2)cc(OC)c1OC	0.23	97	-10	83	4	-3	-21	33	89
CCCC1=C(C(=O)OCC)C2(C(=O)Nc3ccccc32)C(C#N)=C(N)O1 (centres undefined)	-0.09	98	0	87	-5	-16	22	-22	97
O=C1C2CCCN2C(c2ccncc2)N1c1ccc(Cl)c(Cl)c1 (centres undefined)	0.1	100	-4	80	2	9	6	-9	86
CCOC(=O)C1=C(C)OC(N)=C(C(=O)OCC)[C@@]12C(=O)N(CC(N)=O)c1ccccc12	0.12	106	4	97	-10	-3	.	1	115
O=C(NCC(c1cccnc1)N1CCN(c2ccccc2)CC1)Oc1ccccc1 (centres undefined)	-0.73	97	-27	80	-2	1	-19	2	99
O=C(CN1CCCC1=O)Nc1ccccc1	2.2	100	-5	105	14	-7	11	2	104
CCOC(=O)c1c(C)n(CCN2CCN(C)CC2)c2ccc(OC)cc12	-0.22	95	.	86	-11	2	6	-17	101
CCOC(=O)C1=C(N)Oc2cc(C)oc(=O)c2C12C(=O)N1c3c(cccc32)C(C)=CC1(C)C (centres undefined)	-0.99	98	0	73	24	0	-1	9	83
CC(C)CCn1c(N)c(C(=O)NCc2cccs2)c2nc3ccccc3nc21	-2.7	86	1	44	28	6	4	-8	66
S=C1CN=C(c2ccccc2)c2cc(Cl)ccc2N1	-1.4	107	-2	81	11	9	30	0	94
COc1ccccc1N1CCN(Cc2ccccc2F)CC1	-0.21	102	.	84	.	6[fluorescence artefact?]	.	.	88
Cc1nc2ccccc2c(=O)n1-c1ccc(F)cc1	0.35	107	.	88	.	-26	.	.	103
CC12CCCCC1=NC(c1ccc(Br)cc1)N2O (centres undefined)	0.08	96	.	99	.	7	.	.	85
NCC(CC(=O)O)c1ccc(Cl)cc1 (centres undefined)	-0.19	108&97	0	104&90	-4	1&1	-13	8	100&87
CCN(CC)CCCNC(=O)c1c(O)c2ccccc2n(Cc2ccccc2)c1=O	-0.69	74	6	9.1*	5	17	-20	-3	100
Fc1ccc2c(c1)nnn2C1CCN(Cc2c(Cl)cccc2Cl)CC1	-0.09	96	-14	88	-4	4	-39	-4	89
COc1cc(/C=N/NC(=O)Cn2c([N+](=O)[O-])cnc2C)ccc1OC(=O)N(C)C	-0.1	96	-7	87	4	-2	-67	-8	94
COc1ccc(OC)c(C2=NOC(C(=O)N3CCC4(CC3)OCCO4)C2)c1 (centres undefined)	0.28	101	.	109	.	4	-6	.	91
CC(=O)N1CN2CN(C(C)=O)CC(C(=O)c3ccc(Br)cc3)(C2)C1	1.8	100	-6	98	3	9	10	-11	95
CCOC(=O)N1CCC(NC(=O)CCc2nc(C3=CCN(C)CC3)no2)CC1	0.92	116	-31	95	12	-6	-10	.	104
Cn1c(O)c(C(=O)c2ccccc2F)c(=O)n(C)c1=O	-0.45	105	-14	102	10	8	-9	-5	106
CC12CN3CC(C)(CN(C1)C3c1cccs1)C2O (centres undefined)	0.7	100	-8	82	13	-12	13	-21	100
COc1ccc(CCNCc2ccccc2F)cc1OC	0.25	98	-5	95	3	1	29	18	102
Continued:
SMILES	Pyk2 oligo antag	Lung fibro prol	TNFa cytotox	H69AR growth 86K	VCAM1 TNFa inh	Smad3 FoxH1 inh	HUVEC tox IL1B	F-actin modifier	HUVEC inhibit
O=c1[nH]c(N2CCN(Cc3ccc4c(c3)OCO4)CC2)nc2c1CCC2	0.46	94	-10	82	14	-4	-8	4	98
Cc1nc2nc(SCC(=O)N3CCC4(CC3)OCCO4)nn2c(C)c1Cc1ccccc1	-0.23	.	1	.	10	2	-6	-4	.
COc1ccc(CCn2c(O)c(C=NCCN3CCCCC3)c(=O)[nH]c2=O)cc1OC	-0.18	105	-34	100	-5	-8	-189	16	96
O=C(CNC1CCCCC1)N1CCC2(CC1)OCCO2	0.27	99	1	93	-7	-2	6	-24	91
C1CNC2NCCNC2N1 (centres undefined)	0.06	105	.	105	.	-4	-11	8	107
CCCCN1C(=O)NC(=O)/C(=C/c2cnc(SC)nc2)C1=O	0.31	.	-18	.	-5	.	9	6	.
O=P(C(Cl)Cl)(N1CCCCC1)N1CCCCC1	1.1	100	10	97	-7	21	8	-17	95
O=C(COc1ccccc1)N1CCN(CC(O)COc2ccccc2)CC1 (centres undefined)	0.38	104	37	91	-7	3	23	35*	102
O=C1C2CCCN2C(c2ccc(Cl)cc2)N1c1ccccn1 (centres undefined)	0.76	97	-9	92	16	-3	-25	-26	97

Grouped by structure: the compounds so far with a carbonyl joined to an NH by a bond outside any ring.
SMILES	Pyk2 oligo antag	Lung fibro prol	TNFa cytotox	H69AR growth 86K	VCAM1 TNFa inh	Smad3 FoxH1 inh	HUVEC tox IL1B	F-actin modifier	HUVEC inhibit
COc1ccc(Cn2c(N)c(C(=O)NCc3ccco3)c3nc4ccccc4nc32)cc1	-1.9	77	-21	38*	-4	4	-2	-27	70
Cc1cccc(C(=O)NC(Oc2ccccc2)C(Cl)(Cl)Cl)c1 (centres undefined)	1.5	.	-47	.	-18	.	-72	3	.
O=C(CN1CC(c2ccccc2)CC1=O)Nc1ccccc1 (centres undefined)	.	105	.	97	.	6	.	.	102
Cc1ccccc1C1=NCC(=O)N(CC(=O)NCc2ccco2)c2sc3c(c21)CCCC3	1.5	94	-32	80	5	-1	-16	4	87
CCCNC(=O)c1c(N)n(CC2CCCO2)c2nc3ccccc3nc12 (centres undefined)	0.12	92	3	87	-8	61*	-14	19	67
CCOC(=O)C1=C(C)OC(N)=C(C(=O)OCC)[C@@]12C(=O)N(CC(N)=O)c1ccccc12	0.12	106	4	97	-10	-3	.	1	115
O=C(NCC(c1cccnc1)N1CCN(c2ccccc2)CC1)Oc1ccccc1 (centres undefined)	-0.73	97	-27	80	-2	1	-19	2	99
O=C(CN1CCCC1=O)Nc1ccccc1	2.2	100	-5	105	14	-7	11	2	104
CC(C)CCn1c(N)c(C(=O)NCc2cccs2)c2nc3ccccc3nc21	-2.7	86	1	44	28	6	4	-8	66
CCN(CC)CCCNC(=O)c1c(O)c2ccccc2n(Cc2ccccc2)c1=O	-0.69	74	6	9.1*	5	17	-20	-3	100
COc1cc(/C=N/NC(=O)Cn2c([N+](=O)[O-])cnc2C)ccc1OC(=O)N(C)C	-0.1	96	-7	87	4	-2	-67	-8	94
CCOC(=O)N1CCC(NC(=O)CCc2nc(C3=CCN(C)CC3)no2)CC1	0.92	116	-31	95	12	-6	-10	.	104

Some of the compounds tested, so the mix of outcomes need not match the whole.
